CatS block: inhibitors of human cathepsin S; P25774; recombinant cathepsin S, AMC dipeptide fluorescence, pooled mixtures; inhibition, %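 (tested at 5 µM per compound within 10-compound mixtures)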; 0.06% of 62,000 active; in the data active = inhibition above about 32%, passing the limit was not always enough;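 also: 0% = enzyme without compound and 100% = blank without enzyme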
Target sequence (P25774 115-331 limits assumed): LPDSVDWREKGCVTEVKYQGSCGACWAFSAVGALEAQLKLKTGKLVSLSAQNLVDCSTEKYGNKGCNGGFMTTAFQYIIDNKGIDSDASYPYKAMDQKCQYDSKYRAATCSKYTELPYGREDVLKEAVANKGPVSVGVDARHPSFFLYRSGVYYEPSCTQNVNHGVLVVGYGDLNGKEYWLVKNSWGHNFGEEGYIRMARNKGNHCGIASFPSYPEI
FXIa inh mix: blocks human factor XIa in pooled compound mixtures; 0.19% of 62,000 active; purified FXIa, fluorogenic substrate; AID 680; inhibition, % at 5 µM;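 also: each value is inhibition by a whole ten-compound pool holding the compound; 0% = enzyme with no mixture and 100% = wells lacking enzyme; strong numbers were not always called active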
Target sequence (P03951 19-387 limits assumed): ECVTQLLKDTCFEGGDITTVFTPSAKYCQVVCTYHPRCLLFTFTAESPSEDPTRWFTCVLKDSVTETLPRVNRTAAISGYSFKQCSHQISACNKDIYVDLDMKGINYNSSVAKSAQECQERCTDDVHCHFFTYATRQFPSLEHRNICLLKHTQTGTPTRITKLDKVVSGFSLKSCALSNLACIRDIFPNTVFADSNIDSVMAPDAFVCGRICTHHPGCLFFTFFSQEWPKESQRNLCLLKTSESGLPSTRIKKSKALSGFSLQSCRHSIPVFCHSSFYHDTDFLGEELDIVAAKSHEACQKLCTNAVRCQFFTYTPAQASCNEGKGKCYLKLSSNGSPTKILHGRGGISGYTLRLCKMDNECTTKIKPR
Target sequence (P03951 388-625 limits assumed): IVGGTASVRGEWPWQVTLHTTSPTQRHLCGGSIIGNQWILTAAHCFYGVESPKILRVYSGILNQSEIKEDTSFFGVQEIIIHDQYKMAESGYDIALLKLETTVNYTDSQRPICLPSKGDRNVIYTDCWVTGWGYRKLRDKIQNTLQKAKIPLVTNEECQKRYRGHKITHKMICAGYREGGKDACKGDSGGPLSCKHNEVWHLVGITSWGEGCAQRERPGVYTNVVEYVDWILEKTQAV
AP ELISA ortho: orthogonal test for alternative complement pathway inhibitors | Human serum alternative complement pathway, LPS-coated ELISA, C3 deposition; tested in compound mixtures | inhibition, % at 5 µM | 0.08% of 62,000 active | AID 1235;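 active = inhibition above 30% in each of the two pooled mixtures holding the compound, so the lower value exceeds 30%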;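 also: 0% = serum in Mg-EGTA without compound and 100% = EDTA serum blank; some compounds past the cut are filed as inactive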
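Test system – human serum alternative complement pathway, C3 deposition on LPS-coated wells · Buffer or medium – diluted human serum in Mg2+-EGTA GVB++ · Compound dosing – 5 µM each compound, pools of ten, 50 µM per pool · Schedule – 1 h serum-compound exposure at 37 °C · Measured by – Anti-C3 ELISA, OD 450 nm · Read-out basis – percent inhibition of C3 deposition onto LPS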
CatB inh: blocks human cathepsin B protease activity. inhibition, %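 (tested at 10 µM)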. 0.1% of 63,000 active. AID 453. purified cathepsin B, fluorogenic substrate, fluorescence; in the data active = inhibition above about 21%;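 also: 0% = enzyme with no compound and 100% = no enzyme blank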
C1s block: human complement C1s inhibition; P09871; purified C1s, fluorogenic AMC substrate, pooled mixtures; mean inhibition % of two 10-compound mixtures (hits give high values), % at 5 µM (by protocol); 0.16% of 62,000 active;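 active = inhibition above 20% in each of the two 10-compound mixture wells holding the compound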;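 also: 0% = enzyme wells lacking compound mixture and 100% = no-enzyme blank wells; some compounds called inactive have numbers as strong as hits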
CatB mix inh: inhibitors of human cathepsin B in compound mixtures | P07858 | Purified cathepsin B, AMC dipeptide fluorescence | inhibition, %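 (ten-compound pools at 5 µM per compound and 50 µM total)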 | 0.06% of 62,000 active | AID 488; in the data active = inhibition above about 22%, passing the limit was not always enough;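 also: 0% = enzyme without compound and 100% = no enzyme blank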
FXIIa mix inh: inhibitors of human coagulation factor XIIa, pooled mixtures. AID 684. inhibition, % at 5 µM. P00748. 0.2% of 62,000 active. purified FXIIa, fluorogenic substrate;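 also: 0% = enzyme without compound and 100% = no enzyme blank; some results filed as inactive read as strong as hits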
CatL block: inhibitors of human cathepsin L; P07711; purified cathepsin L, fluorogenic substrate, fluorescence; inhibition, %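 (tested at 10 µM)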; 0.17% of 58,000 active; AID 460; in the data active = inhibition above about 45%;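 also: 0% = enzyme with no compound and 100% = no enzyme blank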
CatG inh: blocks human cathepsin G enzyme activity. P08311. purified enzyme, AMC-tetrapeptide fluorescence, pooled mixtures. inhibition, % at 5 µM (by protocol). 0.2% of 62,000 active;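 active = inhibition above 20% in each of the two mixture wells holding the compound; inactive = inhibition of 20% or less in either well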;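 also: 0% = enzyme control without mixture and 100% = blank lacking enzyme; strong numbers were not always called active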
Target sequence (P08311 21-244 limits assumed): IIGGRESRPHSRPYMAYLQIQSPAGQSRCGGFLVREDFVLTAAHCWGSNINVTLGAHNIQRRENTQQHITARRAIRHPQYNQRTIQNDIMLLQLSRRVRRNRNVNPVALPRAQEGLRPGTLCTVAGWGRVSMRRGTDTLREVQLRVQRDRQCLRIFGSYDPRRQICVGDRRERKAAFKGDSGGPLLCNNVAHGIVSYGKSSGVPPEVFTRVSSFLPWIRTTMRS
Starred values were filed as active, the others as inactive. Rule as the data show it, unless noted: active = inhibition above about 20% (passing the limit was not always enough); inactive = the rest. Only part of the results is shown (hit frequency here may not be typical).

What do the screens show for `COc1cccc(C2/C(=C(/O)c3ccncc3)C(=O)C(=O)N2CCCN2CCOCC2)c1OC` (centres undefined)?
CatS block: 3; FXIa inh mix: 8; AP ELISA ortho: 0; CatB inh: 0; C1s block: 13; CatB mix inh: 3; FXIIa mix inh: -3; CatL block: -2; CatG inh: 12

What do the screens show for `Cn1c(NCc2ccco2)nc2c1c(=O)n(Cc1ccc(Cl)cc1)c(=O)n2C`?
CatS block: 1; FXIa inh mix: 4; AP ELISA ortho: 4; CatB inh: -3; C1s block: 1; CatB mix inh: 4; FXIIa mix inh: -16; CatL block: 7; CatG inh: 2

Results for COc1ccc(OCc2ccc(-c3nc4ccccc4c(=O)n3N)o2)cc1 ?
CatS block: -2; FXIa inh mix: -7; AP ELISA ortho: 13; CatB inh: 2; C1s block: -36; CatB mix inh: 0; FXIIa mix inh: 11; CatL block: -4; CatG inh: 2

Results for COc1ccccc1NC(=O)Cn1cnc2c(oc3ccccc32)c1=O ?
CatS block: -1; FXIa inh mix: 8; AP ELISA ortho: 3; CatB inh: 1; C1s block: -9; CatB mix inh: -2; FXIIa mix inh: 5; CatL block: -3; CatG inh: 0

What do the screens show for `Cc1nnc(SCCN2CCOCC2)n1C`?
CatS block: 5; FXIa inh mix: 17; AP ELISA ortho: 8; CatB inh: -5; C1s block: 3; CatB mix inh: 20; FXIIa mix inh: 6; CatL block: -7; CatG inh: 12

Results for Cc1nc(NC(=O)CSc2nc3cccnc3n2Cc2ccccc2)sc1C ?
CatS block: 16; FXIa inh mix: 4; AP ELISA ortho: 19; CatB inh: -1; C1s block: -4; CatB mix inh: -1; FXIIa mix inh: 3; CatL block: 0; CatG inh: 0

How did C=CCN1C(=O)C2C(C(=O)NC)C3(C)C=CC2(O3)C1C(=O)NCc1ccc(OC)cc1 (centres undefined) do in these assays?
CatS block: -1; FXIa inh mix: 10; AP ELISA ortho: 20; CatB inh: -3; C1s block: 4; CatB mix inh: 3; FXIIa mix inh: 5; CatL block: -2; CatG inh: 1

What do the screens show for `O=C(OCC(=O)N1CCC(Cc2ccccc2)CC1)c1ccc[nH]c1=O`?
CatS block: 5; FXIa inh mix: 3; AP ELISA ortho: -3; CatB inh: 2; C1s block: 5; CatB mix inh: 3; FXIIa mix inh: 5; CatL block: 1; CatG inh: 8

What do the screens show for `Cn1cccc1C1(C(F)(F)F)NCCNC1=O` (centres undefined)?
CatS block: -10; FXIa inh mix: 5; AP ELISA ortho: 13; CatB inh: 1; C1s block: 0; CatB mix inh: 4; FXIIa mix inh: 4; CatL block: -6; CatG inh: 7

How did CC(=O)c1c(C(C)=O)c(C)n(Cc2ccc3c(c2)OCO3)c1C do in these assays?
CatS block: -8; FXIa inh mix: 2; AP ELISA ortho: -4; CatB inh: -3; C1s block: -13; CatB mix inh: 3; FXIIa mix inh: -1; CatL block: -13; CatG inh: 4

What do the screens show for `CCOC(=O)c1ccc2ncc(C(=O)OCC)c(NCc3ccco3)c2c1`?
CatS block: 0; FXIa inh mix: -3; AP ELISA ortho: -12; CatB inh: 1; C1s block: -12; CatB mix inh: 1; FXIIa mix inh: 5; CatL block: 24; CatG inh: -4

Results for CN1C=C(C(F)(F)F)C=C/C1=C(\C#N)c1nnc2n1CCCCC2 ?
CatS block: -7; FXIa inh mix: 7; AP ELISA ortho: 15; CatB inh: 0; C1s block: -20; CatB mix inh: -1; FXIIa mix inh: 0; CatL block: -4; CatG inh: 7

Results for CCOCCCNC(=O)C(NC(=O)c1ccccn1)c1ccc(C)cc1 (centres undefined) ?
CatS block: -7; FXIa inh mix: 5; AP ELISA ortho: 10; CatB inh: 0; C1s block: -3; CatB mix inh: -4; FXIIa mix inh: 5; CatL block: -8; CatG inh: -4

Results for COC(=O)c1cc2oc(C)cc2n1CC(=O)Nc1ccc(OC)c(OC)c1OC ?
CatS block: 8; FXIa inh mix: -1; AP ELISA ortho: 9; CatB inh: 7; C1s block: -33; CatB mix inh: 5; FXIIa mix inh: 4; CatL block: 9; CatG inh: 0

What do the screens show for `O=C(c1ccccc1)N(Cc1ccc(F)cc1)C1CCS(=O)(=O)C1` (centres undefined)?
CatS block: 2; FXIa inh mix: 2; AP ELISA ortho: -5; CatB inh: 0; C1s block: 10; CatB mix inh: -1; FXIIa mix inh: 5; CatL block: 10; CatG inh: 8

What do the screens show for `CCOC(=O)CSc1nnc(-c2cccc(Cl)c2)n1CC`?
CatS block: 15; FXIa inh mix: 8; AP ELISA ortho: 1; CatB inh: 4; C1s block: 17; CatB mix inh: 6; FXIIa mix inh: 3; CatG inh: 9

What do the screens show for `CC1CCC(C(=O)NC(C(=O)N2CCN(c3ccccn3)CC2)C(C)C)CC1` (centres undefined)?
CatS block: -5; FXIa inh mix: 7; AP ELISA ortho: 22; CatB inh: 3; C1s block: 11; CatB mix inh: 2; FXIIa mix inh: 3; CatL block: -1; CatG inh: 8

Results for O=C(Nc1ncccc1Cl)c1cccc(F)c1 ?
CatS block: 1; FXIa inh mix: 4; AP ELISA ortho: -5; CatB inh: 0; C1s block: -15; CatB mix inh: -4; FXIIa mix inh: 8; CatL block: 25; CatG inh: 8

Results for CC(C)CCN1C(=O)c2ccc(C(=O)NCc3ccco3)cc2C1=O ?
CatS block: 1; FXIa inh mix: 2; AP ELISA ortho: 12; CatB inh: 5; C1s block: 11; CatB mix inh: 8; FXIIa mix inh: -15; CatL block: -4; CatG inh: 6

What do the screens show for `O=C(NO)c1ccc(C(=O)N(C2CCCCC2)C2CCCCC2)cc1`?
CatS block: -2; FXIa inh mix: 8; AP ELISA ortho: 14; C1s block: 14; CatB mix inh: 1; FXIIa mix inh: 5; CatL block: -4; CatG inh: 10

Sorted by SMILES length (rising): three of the compounds above
What do the screens show for `CCOC(=O)CSc1nnc(-c2cccc(Cl)c2)n1CC`?
CatS block: 15; FXIa inh mix: 8; AP ELISA ortho: 1; CatB inh: 4; C1s block: 17; CatB mix inh: 6; FXIIa mix inh: 3; CatG inh: 9

What do the screens show for `O=C(NO)c1ccc(C(=O)N(C2CCCCC2)C2CCCCC2)cc1`?
CatS block: -2; FXIa inh mix: 8; AP ELISA ortho: 14; C1s block: 14; CatB mix inh: 1; FXIIa mix inh: 5; CatL block: -4; CatG inh: 10

Results for CC(C)CCN1C(=O)c2ccc(C(=O)NCc3ccco3)cc2C1=O ?
CatS block: 1; FXIa inh mix: 2; AP ELISA ortho: 12; CatB inh: 5; C1s block: 11; CatB mix inh: 8; FXIIa mix inh: -15; CatL block: -4; CatG inh: 6

The main list resumes; the two compounds before the break are reprinted first.
Results for CC(C)CCN1C(=O)c2ccc(C(=O)NCc3ccco3)cc2C1=O ?
CatS block: 1; FXIa inh mix: 2; AP ELISA ortho: 12; CatB inh: 5; C1s block: 11; CatB mix inh: 8; FXIIa mix inh: -15; CatL block: -4; CatG inh: 6

What do the screens show for `O=C(NO)c1ccc(C(=O)N(C2CCCCC2)C2CCCCC2)cc1`?
CatS block: -2; FXIa inh mix: 8; AP ELISA ortho: 14; C1s block: 14; CatB mix inh: 1; FXIIa mix inh: 5; CatL block: -4; CatG inh: 10

Results for COc1cccc2cc(C(=O)C3=C(O)C(=O)N(CCCN4CCOCC4)C3c3ccncc3)oc12 (centres undefined) ?
CatS block: 12; FXIa inh mix: -2; AP ELISA ortho: -1; CatB inh: 4; C1s block: 0; CatB mix inh: -1; FXIIa mix inh: 12; CatL block: 8; CatG inh: -15

How did COc1ccc(C)cc1NC(=O)C1CC(=O)OC12CCCCC2 (centres undefined) do in these assays?
CatS block: -8; FXIa inh mix: -6; AP ELISA ortho: -1; CatB inh: -1; C1s block: -47; CatB mix inh: -5; FXIIa mix inh: 6; CatL block: 31; CatG inh: 1

Results for COc1ccc(NC(=O)C2C3C=CC(C3)C2C(=O)NCc2ccco2)cc1 (centres undefined) ?
CatS block: 1; FXIa inh mix: 5; AP ELISA ortho: 15; CatB inh: -1; C1s block: -3; CatB mix inh: 7; FXIIa mix inh: 8; CatL block: -1; CatG inh: 3

Results for COCCN(CC(=O)NC1CCCCC1)C(=O)CSc1nc2ccccc2o1 ?
CatS block: 1; FXIa inh mix: 7; AP ELISA ortho: 5; CatB inh: 2; C1s block: 13; CatB mix inh: 3; FXIIa mix inh: 6; CatL block: 9; CatG inh: 10

How did COc1ccc(OC)c(S(=O)(=O)NCCc2cn3ccsc3n2)c1 do in these assays?
CatS block: 3; FXIa inh mix: 3; AP ELISA ortho: 16; CatB inh: 6; C1s block: -1; CatB mix inh: 3; FXIIa mix inh: 9; CatL block: 20; CatG inh: 7

Results for Cc1cc(C)n2nc(C(=O)N3CCOCC3)nc2n1 ?
CatS block: 17; FXIa inh mix: 5; AP ELISA ortho: 6; CatB inh: 8; C1s block: 1; CatB mix inh: 7; FXIIa mix inh: 3; CatL block: 4; CatG inh: -4

How did Cc1cccc(-n2ncc3c(NC(C)C)ncnc32)c1 do in these assays?
CatS block: 16; FXIa inh mix: 7; AP ELISA ortho: 10; CatB inh: 7; C1s block: 11; CatB mix inh: 4; FXIIa mix inh: -8; CatG inh: 9

What do the screens show for `CC(=O)COC(=O)c1cccc(N2C(=O)C3C4C=CC(C4)C3C2=O)c1` (centres undefined)?
CatS block: 12; FXIa inh mix: 4; AP ELISA ortho: 5; CatB inh: 9; C1s block: 23; CatB mix inh: 5; FXIIa mix inh: 3; CatL block: 13; CatG inh: -2

How did O=C(O)CSc1nnc(-c2ccccc2O)n1Cc1ccccc1 do in these assays?
CatS block: 1; FXIa inh mix: 8; AP ELISA ortho: 10; CatB inh: -3; C1s block: 2; CatB mix inh: -5; FXIIa mix inh: 0; CatL block: -9; CatG inh: 4

How did O=C(NCN1CCCCC1)c1cnccn1 do in these assays?
CatS block: 11; FXIa inh mix: 9; AP ELISA ortho: 5; CatB inh: -2; C1s block: 2; CatB mix inh: 8; FXIIa mix inh: 11; CatL block: 2; CatG inh: 7

Results for O=C(CN1C2=NCCCN2c2ccccc21)c1ccc(Br)s1 ?
CatS block: -5; FXIa inh mix: 7; AP ELISA ortho: 13; CatB inh: 0; C1s block: 1; CatB mix inh: 4; FXIIa mix inh: 6; CatL block: 1; CatG inh: 16

Results for Cc1cc(NS(=O)(=O)c2ccc(NC(=O)C(C)N3C(=O)c4ccccc4C3=O)cc2)nc(C)n1 (centres undefined) ?
CatS block: -5; FXIa inh mix: 5; AP ELISA ortho: 16; CatB inh: -3; C1s block: 2; CatB mix inh: 3; FXIIa mix inh: 8; CatL block: 6; CatG inh: 6

Results for Cc1ocnc1C(=O)Nc1ccc(Cl)cc1 ?
CatS block: -5; FXIa inh mix: 3; AP ELISA ortho: 12; CatB inh: -1; C1s block: 3; CatB mix inh: 3; FXIIa mix inh: 10; CatL block: -9; CatG inh: 8

What do the screens show for `Cc1ccnc2c(N3C(=O)C4C5C=CC(C5)C4C3=O)cccc12` (centres undefined)?
CatS block: -3; FXIa inh mix: 7; AP ELISA ortho: 10; CatB inh: -1; C1s block: -13; CatB mix inh: 2; FXIIa mix inh: -17; CatG inh: 7

What do the screens show for `COc1cc2ccccc2cc1C(=O)Nc1cccnc1`?
CatS block: 0; FXIa inh mix: 5; AP ELISA ortho: 3; C1s block: 2; CatB mix inh: -3; FXIIa mix inh: 1; CatG inh: 1

Results for CCn1c(=O)c(C(=O)NCCCO)c(O)c2ccccc21 ?
CatS block: 10; FXIa inh mix: 19; AP ELISA ortho: 7; CatB inh: -1; C1s block: 15; CatB mix inh: 6; FXIIa mix inh: 16; CatL block: 20; CatG inh: 8

Results for CCCNC(=O)C(NS(=O)(=O)c1cccc2nsnc12)c1ccccc1 (centres undefined) ?
CatS block: -5; FXIa inh mix: 10; AP ELISA ortho: 2; CatB inh: 3; C1s block: 1; CatB mix inh: -2; FXIIa mix inh: 3; CatL block: 24; CatG inh: 7

High-throughput results deposited in PubChem by PCMD.
